OXTR ag = human OXTR agonists, primary screen, fluorescence, CHO-OTR cells, Fluo-8 calcium; Oxytocin receptor (Homo sapiens), P30559; Fluo-8 calcium fluorescence; normalized: DMSO 0%, oxytocin 100%; activation, % at 3 µM; hit rate 0.32% among 320,000; AID 2435, 2010;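 active = activation above the mean of all tested compounds plus 3 SD, cutoff set per screening run, cut at about 20% in these data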;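 also: peak over basal fluorescence ratio from a 100 s FLIPR kinetic read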
CHO-K1 Ca ag = counter-screen for M1 agonists: effect in parental CHO-K1 cells. activation, % at 3 µM. AID 602248, 2012. hit rate 0.48% among 360,000. Fluo-8 calcium fluorescence; scaled to maximal ATP response, vehicle zero; in the data active = activation above about 15%;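 also: untransfected CHO-K1 host cells lacking M1 receptor as counterscreen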
M1 PAM parental = nonselective calcium activators in parental CHO-K1 cells, primary screen, counter-screen for M1 PAM project, cell-based, Fluo-8 calcium fluorescence, full deck, 1536-well. activation, % at 3 µM. AID 602247, 2012. ATP EC20; 0% at ATP EC20, 100% at ATP max. hit rate 0.02% among 360,000;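 active = activation above the run cutoff, the mean activation of all test compounds plus 3 SD, cut at about 40% in these data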;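 also: peak over basal fluorescence ratio in a 140 s read after ATP addition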
OXTR potentiator = human OXTR potentiators, primary screen, fluorescence, CHO-OTR cells, Fluo-8 calcium. Fluo-8 calcium fluorescence, potentiator mode; 0% = oxytocin EC15, 100% = EC100. hit rate 0.061% among 320,000. Oxytocin receptor (Homo sapiens), P30559. activation, % at 3 µM. AID 2445, 2010;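 active = activation above that plate's cutoff, the mean activation of tested compounds plus 3 SD, cut at about 6.6% in these data, passing the limit was not always enough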;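 also: 100% uses oxytocin at 75 nM as the full agonist control; some results filed as inactive read as strong as hits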
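System: human OTR in CHO cells; Also added: sub-maximal oxytocin, roughly EC15; Timing: compound 6 min at room temperature before oxytocin, 100 s read; Technique: Fluo-8 intracellular calcium fluorescence, ex 470-495, em 515-575 nm; Controls: oxytocin EC15 low and EC100 high; Replication: singlicate.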
V1aR counter = agonists of human V1a receptor, primary screen, counter-screen for OXTR agonist project, fluorescence, CHO-V1R cells; Fluo-8 calcium fluorescence, agonist mode; 0% DMSO, 100% 3 nM vasopressin; hit rate 0.25% among 320,000; Vasopressin V1a receptor (Homo sapiens), P37288; activation, % at 3 µM; AID 2797, 2010;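 active = activation above the mean activation of all tested compounds plus 3 SD, per screening run, cut at about 20% in these data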;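 also: signal is peak over basal fluorescence ratio across a 100 second FLIPR read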
Target sequence (P37288 whole entry, looked up): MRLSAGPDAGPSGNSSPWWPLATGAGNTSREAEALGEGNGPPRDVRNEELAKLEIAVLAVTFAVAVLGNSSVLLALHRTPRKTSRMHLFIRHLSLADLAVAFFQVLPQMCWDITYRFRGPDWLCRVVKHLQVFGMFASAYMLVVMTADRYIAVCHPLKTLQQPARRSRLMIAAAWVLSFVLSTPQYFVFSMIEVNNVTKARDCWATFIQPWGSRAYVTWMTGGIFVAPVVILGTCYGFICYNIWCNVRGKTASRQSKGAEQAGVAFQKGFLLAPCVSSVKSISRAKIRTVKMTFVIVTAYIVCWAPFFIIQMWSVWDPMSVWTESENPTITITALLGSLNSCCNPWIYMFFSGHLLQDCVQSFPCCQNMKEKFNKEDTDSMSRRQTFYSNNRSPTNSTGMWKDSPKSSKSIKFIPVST
GPR7 antagonist = GPR7 receptor antagonists, primary screen, cell-based, fluorescence, single concentration; Neuropeptides B/W receptor type 1 (Homo sapiens), P48145; GPR7-expressing cells, fluorescence antagonist assay; inhibition, % at 4.4 µM; hit rate 1.1% among 290,000; AID 1861, 2009; in the data active = inhibition above about 16%, passing the limit was not always enough;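 also: cells stimulated with the agonist NPW; 0% = agonist with vehicle and 100% = vehicle without agonist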
Target sequence (P48145 whole entry, looked up): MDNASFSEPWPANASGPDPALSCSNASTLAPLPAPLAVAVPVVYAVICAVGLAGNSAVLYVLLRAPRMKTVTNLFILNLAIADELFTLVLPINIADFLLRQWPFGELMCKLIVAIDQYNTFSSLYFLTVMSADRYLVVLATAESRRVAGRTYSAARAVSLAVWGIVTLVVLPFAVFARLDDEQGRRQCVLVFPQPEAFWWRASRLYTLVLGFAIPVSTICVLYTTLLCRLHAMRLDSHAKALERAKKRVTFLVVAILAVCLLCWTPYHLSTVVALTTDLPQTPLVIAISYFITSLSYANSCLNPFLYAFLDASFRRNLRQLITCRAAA
CHO parental Ca = ATP-evoked calcium signal inhibitors, parental CHO, primary screen, counter-screen for OX1R antagonist project, cell-based, fluorescence, Fluo-8 calcium dye; parental CHO-K1, ATP-induced calcium, Fluo-8 fluorescence; inhibition, % at 5.6 µM; hit rate 0.63% among 330,000; AID 463079, 2010;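 active = inhibition above that plate's mean sample inhibition plus 3 SD, cut at about 26% in these data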;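 also: 0% = ATP-challenged DMSO wells and 100% = DMSO wells without ATP; some compounds past the cut are filed as inactive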
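material = parental CHO cells | also added = ATP as calcium-mobilizing challenge | dosing = single point at 5.6 µM | detection = intracellular calcium via Fluo-8 no-wash fluorescent dye | read-out = % inhibition | benchmarks = low control ATP plus DMSO, high control DMSO only | repeats = one well per compound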
CHO-K1 Ca antag = counter-screen for M1 antagonists: effect in parental CHO-K1 cells | ATP-induced calcium, Fluo-8 fluorescence | inhibition, % at 3 µM | hit rate 0.6% among 360,000 | AID 602250;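 active = inhibition above a per-plate cutoff, the plate's mean sample inhibition plus 3 SD, cut at about 24% in these data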;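 also: 0% = DMSO plus EC80 ATP and 100% = DMSO alone without ATP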
TAAR1 antagonist = human TAAR1 antagonists, primary screen, Fluo-8 calcium fluorescence, CHO RD-HGA16 cells. antagonist. AID 624466, 2012. inhibition, % at 3 µM. hit rate 1.5% among 360,000;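 active = inhibition above a per-plate cutoff, the mean inhibition of test compounds on that plate plus 3 SD, cut at about 49% in these data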;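 also: 0% = DMSO plus EC80 beta-PEA response and 100% = DMSO alone without agonist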
Target sequence (Q96RJ0 whole entry, looked up): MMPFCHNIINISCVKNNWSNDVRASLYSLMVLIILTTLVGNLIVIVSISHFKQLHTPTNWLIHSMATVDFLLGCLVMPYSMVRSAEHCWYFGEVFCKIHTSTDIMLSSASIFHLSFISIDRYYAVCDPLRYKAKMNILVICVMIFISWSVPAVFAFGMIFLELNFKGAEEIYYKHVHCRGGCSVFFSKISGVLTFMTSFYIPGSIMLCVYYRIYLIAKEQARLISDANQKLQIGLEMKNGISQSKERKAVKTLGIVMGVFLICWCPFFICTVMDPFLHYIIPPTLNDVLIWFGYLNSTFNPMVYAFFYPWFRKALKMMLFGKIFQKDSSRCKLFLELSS
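Test system: hTAAR1-expressing CHO RD-HGA16 cells, Gα16-coupled; Probe or stimulus: EC80 β-phenethylamine stimulus; Compound dosing: single nominal final test compound concentration of 3 µM; Timing: 140 s kinetic read after compound, 140 s after agonist; Signal: Fluo-8 calcium-sensitive fluorescence; Measure: % inhibition of agonist calcium response; Controls: DMSO and EC80 PEA controls.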
The depositor's hits bear a star; / = not tested or not shown. This is a random part of the collection. About 3.5% of those tested had a hit in this group.

SMILES | OXTR ag | CHO-K1 Ca ag | M1 PAM parental | OXTR potentiator | V1aR counter | GPR7 antagonist | CHO parental Ca | CHO-K1 Ca antag | TAAR1 antagonist
OC(CN1CCc2ccccc2C1)c1ccccc1 (stereo unspecified) | -0.5 | -0.8 | 5 | -12 | -0.6 | 11 | -13 | -5 | -14
CC(NCc1ccc([N+](=O)[O-])cc1)C1COc2ccccc2O1 (stereo unspecified) | -1.6 | 0.3 | -20 | -17 | -0.9 | 28 | -18 | -8 | 21
COCC(C)NC(=O)CSc1nc2cc(S(=O)(=O)N3CCCCC3)ccc2o1 (stereo unspecified) | 0.7 | 2.1 | 3 | -9 | 1.2 | / | -9 | -13 | -11
COc1ccccc1N1CCN(Cc2cc(=O)c(OCC(=O)NC3CCCC3)co2)CC1 | -1.2 | -0.1 | -11 | -10 | 0.5 | / | -17 | 20 | -7
COc1ccc(C(=O)O)cc1S(=O)(=O)Nc1ccccc1C(=O)NCc1ccc2c(c1)OCO2 | 0.3 | -0.1 | 5 | 6 | 1.8 | / | -7 | -8 | -20
CN1CCN(c2nnc(-c3ccccc3)c(-c3ccccc3)n2)CC1 | 0.4 | 0.1 | -13 | -2 | -1.1 | 7 | -10 | 6 | -9
O=C(O)CCCNC(=O)/C=C/c1ccco1 | 0.3 | -0.3 | -23 | -9 | 0.7 | -11 | -3 | 23 | -3
Nc1nnc(SCC(=O)NC2CCCCCC2)s1 | -1.6 | -0.4 | 1 | -2 | 0.4 | / | -5 | 5 | -26
O=C(Nc1ccccc1Cl)c1cc(C2CCCCN2C(=O)CCCc2ccccc2)on1 (stereo unspecified) | / | 0.1 | -10 | / | / | / | / | -2 | -2
NC(=O)C1CCN(CC(=O)Nc2ccc(S(=O)(=O)N3CCOCC3)cc2)CC1 | 0.5 | 0.0 | 10 | 3 | 0.4 | -18 | -6 | -3 | -2
O=C(C1CCN(CC2CC=CCC2)CC1)N(CCc1ccccc1)Cc1ccccc1 (stereo unspecified) | -2.1 | 0.0 | 21 | -5 | 0.8 | 9 | -26 | -7 | -13
CC(C)N1CCN(Cc2nc(-c3ccccc3)cs2)CC1CCO (stereo unspecified) | 0.8 | 0.0 | 14 | -3 | 1.6 | 6 | -25 | -1 | 10
CC(C)(C)c1ccc(C(=O)Nc2cnccn2)cc1 | -1.9 | 0.2 | -13 | -9 | -1.1 | -12 | -11 | -16 | 11
CCN(CC)S(=O)(=O)c1cccc(N=NC2=C(O)CCCC2=O)c1 | -0.1 | 0.6 | 8 | -1 | -0.2 | -9 | -2 | -4 | 15
O=C(CSc1nc(C2CC2)nc2sc3c(c12)CCCC3)NCc1ccco1 | -0.3 | 0.1 | -4 | 0 | 0.3 | -4 | -15 | 4 | -11
CC(=O)c1ccc(OCCCC(=O)Nc2cccc(S(=O)(=O)N3CCCCC3)c2)cc1 | 4.6 | 3.9 | -14 | -11 | 5.1 | / | -10 | 0 | 4
O=C1/C(=C/c2cccc(F)c2)Oc2cc(O)ccc21 | 19 | 15* | -7 | -19 | 15 | 12 | 13 | -14 | 8
Cc1ccc(Cn2nc(C)c(NC(=O)c3noc4c3CCCCC4)c2C)cc1 | -0.8 | 1.3 | 11 | -8 | 0.6 | -8 | -13 | -5 | 10
COCCCNC(=S)N(CCCO)Cc1cc2cc3c(cc2[nH]c1=O)OCO3 | 0.0 | -0.1 | 17 | -2 | -0.7 | -12 | 13 | -8 | -5
CC1(C)CC(=O)C=C(Nc2ccc(O)c(C(=O)O)c2)C1 | 1.9 | -0.4 | 6 | -8 | 0.8 | -6 | 3 | 14 | 10
Cc1cc(C)n(CCNC(=O)C2CCC(=O)N(CC3CCCCC3)C2)n1 (stereo unspecified) | -2.0 | 0.1 | 14 | -15 | 0.6 | -5 | -18 | -12 | -13
CC(Sc1n[nH]c(=O)n1Cc1ccccc1)C(=O)NCC1CCCO1 (stereo unspecified) | / | -0.2 | -30 | / | / | / | / | 3 | -3
COc1ccc(Cl)cc1NC(=O)CN1CCN(S(=O)(=O)N2CCOCC2)CC1 | 0.7 | 6.0 | -3 | 2 | -0.2 | -2 | -6 | -3 | 12
O=C(CNS(=O)(=O)c1ccccc1)NNC(=O)C(Cl)Cl | -0.5 | -0.3 | 7 | 3 | -0.1 | 5 | -6 | -8 | 7
CC(C)(C)n1nc2c(c1NC(=O)c1ccccc1F)CS(=O)C2 (stereo unspecified) | -0.1 | -0.2 | 10 | -1 | 0.7 | -3 | -1 | -3 | -10
O=c1c2[nH]c3ccc(F)cc3c2nc2n1CCCS2 | -0.4 | -0.2 | 2 | -11 | 0.3 | -5 | -7 | 1 | 4
OC(CCc1ccncc1)c1ccccc1 (stereo unspecified) | 1.6 | 0.3 | 13 | -12 | -0.1 | / | -3 | -14 | -4
Cc1ccc2oc(C(=O)Nc3ccc(S(=O)(=O)Nc4ncccn4)cc3)c(C)c2c1 | 0.7 | 0.2 | 3 | -7 | -0.6 | -13 | 1 | -13 | 8
Cc1ccc(C(=O)CCC(=O)Nc2cc(C)ccn2)cc1 | 0.9 | 0.2 | 9 | 0 | -0.1 | / | -23 | -21 | -5
CC1CCN(C(=O)C2CCCN(S(=O)(=O)c3cccc4nsnc34)C2)CC1 (stereo unspecified) | 1.9 | 2.0 | 14 | -10 | 2.5 | 1 | -14 | -11 | -3
COc1cc(OC)c2ccc(=O)oc2c1C(CCN1CCN(c2ccccc2)CC1)c1ccc2c(c1)OCO2 (stereo unspecified) | -1.5 | 0.7 | 14 | 0 | -0.5 | / | -16 | -12 | -6
CCOC(=O)N1CCC2(CC1)C(C#N)=C(N)Oc1n[nH]c(C)c12 | -0.1 | 0.2 | 24 | -6 | -0.1 | -5 | -7 | -9 | -11
O=C(Cc1ccccc1F)NC1CCCN(Cc2ccc(Cl)cc2)C1 (stereo unspecified) | -1.5 | -0.1 | 11 | -10 | 0.5 | 2 | -24 | -15 | -19
COC(=O)[C@@H]1C[C@H]2CC[C@H](O)C[C@H]2N1Cc1ccc(N2CCN(C)CC2)cc1 | -0.4 | -0.1 | 0 | -11 | -0.1 | / | -3 | -2 | 12
O[C@H]1C[C@H](c2ccccc2)N(Cc2cccs2)C[C@@H]1n1cc(-c2ccc(F)cc2)nn1 | / | 0.4 | 24 | / | / | / | / | -11 | -8
O=C(NCCc1csc(-c2ccccc2)n1)c1ccc(Br)o1 | -1.6 | 2.8 | 14 | -3 | 1.1 | -1 | -4 | -7 | -12
Cc1ccc(CNC(=O)C2CCC(=O)N2Cc2ccc(F)cc2)cc1 (stereo unspecified) | -0.3 | 0.3 | 21 | -6 | 0.2 | -10 | -23 | -3 | 3
COC(=O)c1sc(NC(=O)c2c(C)noc2C)nc1C | 0.7 | 0.2 | 4 | -8 | 0.0 | -8 | -1 | 0 | -9
COc1ccc(-c2ccc(N(C)C)cc2)cc1[C@H]1[C@@H]2C=CCC[C@@]2(C)C(=O)N1Cc1ccccc1 | -0.3 | 0.1 | 12 | 3 | -0.4 | / | -37 | -21 | -42
CCOC(=O)c1c(NC(=O)C(C)OC(=O)C2=COCCO2)sc2c1CCCC2 (stereo unspecified) | -1.2 | -0.1 | 22 | -6 | 0.8 | / | -42 | -23 | /
Cc1ccccc1OCC(=O)N1CCCCCCC1 | -1.9 | 0.5 | 7 | -1 | 0.0 | -9 | -7 | -11 | -1
COc1ccc(-c2oc3cccnc3c2C#CCO)cc1 | -0.9 | -0.6 | -5 | -3 | -0.7 | -11 | -19 | -1 | /
COc1ccc2nc(NC(=O)c3ccco3)sc2c1 | -0.6 | 0.1 | 9 | 4 | -1.0 | -11 | -17 | -9 | -20
COC(C[C@@H]1O[C@H]1[C@H](O)COCc1ccccc1)OC | / | 0.5 | 6 | / | / | / | / | 0 | -14
CCc1nn(CCCC(=O)NCc2ccccc2Br)c(=O)c2cc3occc3n12 | -0.3 | 2.5 | 20 | -7 | 0.9 | -20 | -22 | -14 | -21
CCOc1ccc(NC(=O)CN(C)S(=O)(=O)c2cnc[nH]2)cc1 | 0.4 | -0.5 | -12 | -7 | -0.5 | 7 | -13 | -7 | 2
CCOC(=O)Cc1cc(=O)n2[nH]cc(-c3ccc(Cl)cc3)c2n1 | -2.5 | -0.2 | 16 | -9 | -0.2 | -1 | -15 | -10 | 8
COCCNC(=O)c1cc2sccc2n1C | 0.2 | -0.1 | 12 | -2 | -0.9 | 6 | -7 | -8 | -14
COc1ccccc1NS(=O)(=O)c1ccc(C)c(C(=O)N2CCCC2)c1 | 0.9 | 0.1 | 8 | -1 | -0.2 | / | -13 | -20 | 5
Cn1c(CNc2nc3ccccc3n2CCN2CCCCC2)nc2ccccc21 | -1.0 | -0.2 | 2 | -9 | -0.8 | -3 | -18 | -13 | 3
CN(Cc1ccccc1)S(=O)(=O)c1ccc(OCC(=O)N2CCOCC2)cc1 | 1.3 | 2.5 | 6 | -5 | 2.4 | 3 | -9 | -15 | 2
CC(C)N1CCC(N2CCN(Cc3cc(F)ccc3-n3cccn3)CC2CCO)CC1 (stereo unspecified) | 1.3 | 1.2 | 20 | -12 | -0.5 | 6 | -23 | -11 | 10
Cc1ccc(CSc2ncccc2C(=O)O)cc1 | 0.0 | 0.3 | 15 | -1 | 0.4 | -9 | 1 | -8 | 2
CCOc1ccc(N(C(C)C(=O)N2CCOCC2)S(C)(=O)=O)cc1 (stereo unspecified) | 0.5 | 0.8 | -3 | 3 | 1.2 | -9 | -3 | 0 | -2
CCN(CC(O)Cn1c2ccccc2c2ccccc21)S(=O)(=O)c1ccc(C)cc1 (stereo unspecified) | -1.6 | 0.7 | 11 | -18 | 1.5 | -9 | -20 | -6 | 23

Whole records from above. Values in the order: OXTR ag	CHO-K1 Ca ag	M1 PAM parental	OXTR potentiator	V1aR counter	GPR7 antagonist	CHO parental Ca	CHO-K1 Ca antag	TAAR1 antagonist
Shown for O[C@H]1C[C@H](c2ccccc2)N(Cc2cccs2)C[C@@H]1n1cc(-c2ccc(F)cc2)nn1 → /	0.4	24	/	/	/	/	-11	-8
Shown for CCN(CC(O)Cn1c2ccccc2c2ccccc21)S(=O)(=O)c1ccc(C)cc1 (stereo unspecified) → -1.6	0.7	11	-18	1.5	-9	-20	-6	23
